Screening results as filed in PubChem BioAssay.
HIV fusion peptide: inhibitors of HIV fusion peptide binding, primary screen, biochemical, uHTS, fluorescence dequenching (AID 1986). cell-free peptide binding, fluorescence dequenching, 30 min; higher % means a stronger effect. inhibition, % at 20 µM, or IC50 in µM where a hit was titrated. actives 0.3% (n = 290,000); in the data active means inhibition mostly above about 52%, no sharp cut-off; inactive means mostly below about 76%; further: some results filed as inactive read as strong as hits
KOR beta-arrestin-1: KOR antagonists, beta-arrestin recruitment, cell-based, luminescence, uHTS (AID 1778); Kappa-type opioid receptor (Homo sapiens); KOR beta-arrestin recruitment, luminescence, antagonist mode; higher % means a stronger effect; inhibition, % at 10 µM; hits with a dose series show IC50 in µM; actives 0.091% (n = 290,000); further: strong numbers were not always called active
GPR55 LPI antagonism: GPR55 antagonists blocking LPI-driven arrestin recruitment, primary screen, imaging, U2OS, beta-arrestin-GFP, LPI agonist (AID 2013); actives 0.13% (n = 290,000); G-protein coupled receptor 55 (Homo sapiens); inhibition, % at 10 µM, or IC50 in µM where a hit was titrated; U2OS GPR55 beta-arrestin-GFP translocation imaging, LPI antagonism; higher % means a stronger effect;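 active means spots per cell inhibited over 60%, with over 100 cells counted and total cytoplasm intensity under 500,000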;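 further: U2OS cells stably carrying GPR55 and arrestin-GFP stimulated by 5 µM LPI near EC80; imaged beta-arrestin-GFP aggregate spots per cell after agonist stimulation; plate controls were LPI-stimulated DMSO wells for no effect and DMSO wells without LPI for full effect; some results filed as inactive read as strong as hits; confirmed hits need IC50 under 10 µM and bright autofluorescent wells are also inconclusive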
MgcRacGAP inhibition: MgcRacGAP GTPase-activating activity inhibitors, confirmation, biochemical, ADP Hunter fluorescence; Rac GTPase-activating protein 1 (Homo sapiens); MgcRacGAP-stimulated Rac1 GTP hydrolysis, ADP Hunter fluorescence; higher % means a stronger effect; GST-tagged Rac1 F28L mutant substrate; inhibition, % at 30 µM, or IC50 in µM where a hit was titrated; actives 0.6% (n = 340,000);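 active means first-screen hits whose inhibition reached a set limit at any dose in the follow-up dose series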;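 further: fluorescence reports GDP produced by GAP-driven GTP hydrolysis; strong numbers were not always called active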
KOR beta-arrestin-2: KOR agonists, beta-arrestin recruitment, primary screen, cell-based, luminescence, uHTS (AID 1777); KOR beta-arrestin recruitment, luminescence; higher % means a stronger effect; one-dose activation, % at 10 µM; EC50 in µM for titrated hits; actives 0.02% (n = 280,000); Kappa-type opioid receptor (Homo sapiens); in the data active means activation above about 50%, passing the limit was not always enough; further: a part of the inactive calls stands beside numbers as strong as those of hits
GPR55 activation: GPR55 agonists via beta-arrestin recruitment, primary screen, imaging, U2OS cells, beta-arrestin-GFP redistribution (AID 1961). U2OS GPR55 beta-arrestin-GFP redistribution imaging; higher % means a stronger effect. activation, % at 10 µM, or EC50 in µM where a hit was titrated. actives 0.048% (n = 290,000);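 active means activation above 40% with more than 50 cells counted in the well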;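 further: U2OS osteosarcoma cells stably expressing GPR55 and beta-arrestin-GFP; plate controls were DMSO negative control for no effect and LPI positive control for full effect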
HEK293 NOD2/NF-kB: NOD2 signaling inhibitors, cell-based, luminescence, uHTS, HEK293 (AID 1566) | HEK293 NOD2/NF-kB luciferase reporter, luminescence; higher % means a stronger effect | inhibition, % at 4 µM, or EC50 in µM where a hit was titrated | actives 0.63% (n = 290,000); further: many of its hits are not listed in these tables
NOD1 inhibition: NOD1 signaling inhibitors, primary screen, cell-based, luminescence, uHTS (AID 1578); one-dose inhibition, % at 4 µM; EC50 in µM for titrated hits; actives 1% (n = 290,000); NOD1-driven NF-kB luciferase reporter cells, luminescence; higher % means a stronger effect; in the data active means inhibition mostly above about 36%, no sharp cut-off; inactive means mostly below about 34%;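 further: HEK-293T reporter cells stimulated with the NOD1 agonist gamma-tri-DAP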
SV40 large T antigen: SV40 large T antigen inhibitors, biochemical (AID 1903); actives 0.39% (n = 310,000); SV40 large T antigen ATPase/helicase inhibition assay; higher % means a stronger effect; inhibition, % at 20 µM, or IC50 in µM where a hit was titrated; in the data active means a potency from the dose series; further: strong numbers were not always called active
Active calls of the source: *; · = not tested or not shown; [ ] = remark or other dose. Unless noted, no stated cut-off is given here; in the data, active means inhibition above about 50%; inactive means the rest.

no.	molecule	HIV fusion peptide	KOR beta-arrestin-1	GPR55 LPI antagonism	MgcRacGAP inhibition	KOR beta-arrestin-2	GPR55 activation	HEK293 NOD2/NF-kB	NOD1 inhibition	SV40 large T antigen
1	COc1ccccc1C(=O)Nc1ccnn1C1CCN(C(C)CSC)CC1 (configuration not stated)	9.5%	-6%	13%	4%	-2.9%	-0.1%	7%	-21%	12%
2	Cc1cc2oc(=O)cc(Cn3ccnc3)c2cc1Cl	0.0%	27%	-6%	8%	-3.4%	-0.2%	16%	1%	6%
3	CC(=O)C1=C(c2ccccc2)NC(=O)NC1c1cccs1 (configuration not stated)	0.1%	-48%[20 µM]	-11%	11%	-4.4%	0.2%	0%	-6%	3%
4	COc1cc(/C=N/OCC(=O)Nc2cc(C)cc(C)c2)ccc1OCc1ccc(Cl)cc1	4.5%	1%	14%	-2%	9.0%	-0.3%	-69%	-57%	-3%
5	Cc1cc2cc(C)c(NCCNC(=O)c3cccc(F)c3)nc2cc1C	0.8%	-92%[20 µM]	2%	16%	·	-0.1%	17%	-20%	7%
6	CC(C)C[C@H](NC(=O)c1[nH]cnc1C(=O)Nc1ccccc1)C(=O)OC(C)(C)C	0.8%	33%	-5%	5%	-4.4%	0.7%	-3%	6%	22%
7	O=C(N/N=C/c1ccco1)C12CC3CC(CC(C3)C1)C2	-3.0%	-24%	-4%	6%	1.2%	0.4%	-1%	-26%	9%
8	NC(=O)c1ccc(NC(=O)CSc2nnc(-c3ccccn3)n2N)cc1	5.1%	20%	7%	2%	-3.7%	0.7%	-5%	-13%	15%
9	CC(C)(C)NC(=O)C1CCN(c2ccc(S(=O)(=O)N3CCOCC3)cc2Cl)CC1	0.7%	4%	10%	1%	-4.9%	0.6%	8%	-17%	10%
10	O=C(CS(=O)(=O)c1ccccc1)Nc1ccc(Br)cn1	1.5%	-5%	2%	-6%	1.5%	0.1%	0%	-12%	3%
11	CCCN1CCC(=NNC(=O)CSc2cc(C)c(Br)cc2C)CC1	1.2%	-41%	15%	5%	13%	0.1%	-18%	-12%	13%
12	CC1CN(CC(=O)Nc2ccc(Br)cn2)CC(C)O1 (configuration not stated)	0.1%	-34%[20 µM]	5%	6%	-3.8%	0.0%	1%	-18%	6%
13	O=C(C[n+]1cc(-c2ccc(Cl)cc2)n2c1CCC2)Nc1nc(-c2ccccc2)cs1	0.1%	31%	-5%	3%	-0.7%	0.0%	-4%	-10%	11%
14	CCN(CC)C(=O)c1ccc(COc2ccccc2Cl)o1	-0.5%	24%	-3%	1%	-5.2%	0.0%	3%	-8%	11%
15	NS(=O)(=O)c1ccc(CNC(=O)Cc2cccs2)cc1	13%	-17%[20 µM]	-32%	12%	-7.2%	-0.1%	15%	-11%	8%
16	COc1ccc(S(=O)(=O)N(C)c2ccc(C(=O)NCc3ccco3)cc2)cc1	1.0%	-10%	8%	1%	-1.7%	-0.1%	-5%	-38%	13%
17	CN(C)S(=O)(=O)N1CCC(Oc2cccc(C(=O)NC3CCOC3)c2)CC1 (configuration not stated)	-1.1%	21%	4%	4%	-4.1%	0.0%	5%	-18%	9%
18	CCN1C(Nc2ccccc2)=NC[C@@H]1C	-0.1%	-14%[20 µM]	10%	4%	-3.7%	-0.2%	8%	-12%	11%
19	COc1cc2c(cc1OC)CN(CC(=O)NC(=O)NCc1ccco1)CC2	1.2%	32%	0%	6%	2.3%	0.2%	-4%	-17%	-2%
20	O=C(NC1CCCC1)C(c1ccco1)N(C(=O)c1ccco1)c1ccccc1 (configuration not stated)	0.5%	-4%	-5%	3%	-2.5%	-0.1%	10%	23%	-4%

Five entries from above, ordered by their value in HIV fusion peptide, high to low.
| nr | Structure | HIV fusion peptide |
| --- | --- | --- |
| 8 | NC(=O)c1ccc(NC(=O)CSc2nnc(-c3ccccn3)n2N)cc1 | 5.1% |
| 5 | Cc1cc2cc(C)c(NCCNC(=O)c3cccc(F)c3)nc2cc1C | 0.8% |
| 13 | O=C(C[n+]1cc(-c2ccc(Cl)cc2)n2c1CCC2)Nc1nc(-c2ccccc2)cs1 | 0.1% |
| 2 | Cc1cc2oc(=O)cc(Cn3ccnc3)c2cc1Cl | 0.0% |
| 18 | CCN1C(Nc2ccccc2)=NC[C@@H]1C | -0.1% |

(listing goes on)
no.	molecule	HIV fusion peptide	KOR beta-arrestin-1	GPR55 LPI antagonism	MgcRacGAP inhibition	KOR beta-arrestin-2	GPR55 activation	HEK293 NOD2/NF-kB	NOD1 inhibition	SV40 large T antigen
21	O=C(/C=C/c1cccc([N+](=O)[O-])c1)OCC(=O)c1ccccc1	0.6%	-12%[20 µM]	4%	5%	0.8%	0.2%	5%	-20%	9%
22	O=S(=O)(c1ccccc1)N1CCCC1c1nc2ccccc2s1 (configuration not stated)	1.8%	-27%	23%	7%	-0.1%	0.1%	20%	9%	-4%
23	CCOC(=O)c1c(NC(=O)c2ccc(S(=O)(=O)N(C)CC3CCCO3)cc2)sc2c1CC(C)(C)NC2(C)C (configuration not stated)	1.1%	15%	20%	8%	0.8%	-0.1%	19%	-6%	52%
24	CCC(Oc1ccccc1)C(=O)NC1CCSC1=O (configuration not stated)	1.2%	-41%[20 µM]	6%	1%	·	-0.1%	-11%	-10%	-6%
25	CC1c2cc3c(cc2CCN1C(=O)c1ccc(C(F)(F)F)cc1)OCCCO3 (configuration not stated)	-0.9%	-15%	-14%	-35%	-0.1%	-0.1%	34%	8%	6%
26	CC(C)(CO)NCC(O)Cn1cc(C=O)c2ccccc21 (configuration not stated)	-0.4%	1%	-5%	-4%	-2.0%	0.6%	-7%	-49%	6%
27	C=C(C)CNC(=S)Nc1cccc2cnccc12	1.5%	-32%	-9%	5%	-3.1%	0.5%	4%	17%	6%
28	Cc1noc(C)c1S(=O)(=O)Nc1ccc(C(=O)O)cc1	-1.6%	5%	7%	6%	1.3%	-0.1%	4%	-19%	4%
29	Cc1ccc(CS(=O)(=O)Cc2ccc(C(=O)NC3CC3)o2)cc1	-0.1%	10%	9%	-3%	-4.9%	-0.1%	18%	-2%	8%
30	CCOC(=O)Cc1csc(NC(=O)CSc2nnnn2-c2ccc(CC)cc2)n1	-1.3%	25%	-14%	9%	7.9%	-0.1%	23%	20%	-9%
31	CCOC(=O)c1ccccc1C(=O)N1CCOCCOCCOCC1	0.2%	-14%	8%	12%	7.3%	-0.2%	-9%	16%	1%
32	CC1CCC(NC(=O)CNC(=O)c2cccs2)CC1 (configuration not stated)	-1.4%	16%	12%	-3%	-3.0%	-0.1%	-41%	-16%	9%
33	COc1ccc(NS(=O)(=O)c2cc(NC(=O)/C=C/c3cc(OC)c(OC)c(OC)c3)ccc2N2CCCCC2)cc1	0.4%	23%	13%	8%	2.5%	-0.2%	8%	-12%	7%
34	CCCN1CCC(NCC(C)c2ccccc2)CC1 (configuration not stated)	0.1%	-9%[20 µM]	-2%	13%	16%	-0.3%	-4%	-6%	6%
35	COc1cccc(N(CC(=O)O)S(=O)(=O)c2ccccc2)c1	0.7%	-1%	11%	3%	2.2%	-0.2%	-8%	-11%	-2%
36	Cc1nnc(SCC(=O)NCc2ccccc2)[nH]c1=O	3.7%	-2%	5%	9%	-1.3%	0.4%	11%	2%	18%
37	Cc1cc(=O)oc(C)c1C(=O)NCCN1CCOCC1	1.0%	-16%	-5%	2%	-3.4%	-0.3%	16%	-35%	31%
38	Cc1cc(Br)ccc1OCC(=O)NNC(=O)C(=O)Nc1ccccc1	-1.8%	-18%[20 µM]	4%	3%	-0.4%	-0.1%	-13%	4%	25%
39	CCN(CC)S(=O)(=O)c1ccc(OC)c(NC(=O)Cn2cnc3c2c(=O)n(C)c(=O)n3C)c1	1.2%	·	-5%	3%	·	-0.1%	14%	-24%	14%
40	O=C(NCCN1CCOCC1)c1cccs1	-0.6%	40%	5%	12%	1.9%	-0.1%	-14%	21%	-2%

Whole records as entered above. Order of screens: HIV fusion peptide	KOR beta-arrestin-1	GPR55 LPI antagonism	MgcRacGAP inhibition	KOR beta-arrestin-2	GPR55 activation	HEK293 NOD2/NF-kB	NOD1 inhibition	SV40 large T antigen
Results for O=C(NCCN1CCOCC1)c1cccs1 → -0.6%	40%	5%	12%	1.9%	-0.1%	-14%	21%	-2%
Results for Cc1noc(C)c1S(=O)(=O)Nc1ccc(C(=O)O)cc1 → -1.6%	5%	7%	6%	1.3%	-0.1%	4%	-19%	4%
Results for O=S(=O)(c1ccccc1)N1CCCC1c1nc2ccccc2s1 (configuration not stated) → 1.8%	-27%	23%	7%	-0.1%	0.1%	20%	9%	-4%
Results for CCOC(=O)c1ccccc1C(=O)N1CCOCCOCCOCC1 → 0.2%	-14%	8%	12%	7.3%	-0.2%	-9%	16%	1%

Additional compounds.
no.	molecule	HIV fusion peptide	KOR beta-arrestin-1	GPR55 LPI antagonism	MgcRacGAP inhibition	KOR beta-arrestin-2	GPR55 activation	HEK293 NOD2/NF-kB	NOD1 inhibition	SV40 large T antigen
41	CCNC(=S)NNC(=O)C1CCN(Cc2ccccc2)CC1	-0.5%	26%	13%	-5%	-8.5%	-0.3%	2%	-9%	0%
42	C=CCN=C(NC#N)SC	0.2%	6%	3%	5%	0.5%	-0.1%	-6%	5%	6%
43	COc1ccc(-c2nnn(Cc3nn[nH]n3)n2)cc1OC	1.2%	-5%	-7%	-3%	7.0%	-0.3%	-5%	-15%	10%
44	S=c1[nH]nc(C2CCCCC2)n1/N=C/C(Cl)=C\c1ccccc1	5.3%	21%	17%	8%	-1.2%	0.2%	5%	45%	9%
45	O=C(Nc1ccc2c(c1)CCCN2C(=O)c1cccs1)c1c(F)cccc1F	0.1%	-49%	0%	-9%	3.8%	-0.2%	14%	-16%	1%
46	O=C(O)Cc1coc2cc3c(cc12)CCC3	2.9%	-18%	-1%	-4%	-4.8%	-0.1%	-14%	-26%	0%
47	O=C(c1ccc(NC2=NC3CS(=O)(=O)CC3S2)cc1)N1CCN(c2ccc(F)cc2)CC1 (configuration not stated)	0.7%	4%[20 µM]	2%	15%	-4.5%	-0.2%	7%	-27%	7%

Some of the compounds tested; the hit share may differ from the screen's.
